Source: PubChem
EBI2 block: blocks human EBI2 receptor beta-arrestin signaling; AID 651636; inhibition, % at 5 µM; EBI2 beta-arrestin recruitment, luminescence, 7a,25-OHC stimulated; 360,000 tested, 0.81% active; P32249; in the data active = inhibition above about 38%;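 note: enzyme fragment complementation signal reports receptor beta-arrestin coupling in cells; 0% = agonist plus DMSO wells and 100% = wells without agonist; some results beyond the cut were filed as inactive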
Target sequence (P32249 whole entry, looked up, the tested form may be a part): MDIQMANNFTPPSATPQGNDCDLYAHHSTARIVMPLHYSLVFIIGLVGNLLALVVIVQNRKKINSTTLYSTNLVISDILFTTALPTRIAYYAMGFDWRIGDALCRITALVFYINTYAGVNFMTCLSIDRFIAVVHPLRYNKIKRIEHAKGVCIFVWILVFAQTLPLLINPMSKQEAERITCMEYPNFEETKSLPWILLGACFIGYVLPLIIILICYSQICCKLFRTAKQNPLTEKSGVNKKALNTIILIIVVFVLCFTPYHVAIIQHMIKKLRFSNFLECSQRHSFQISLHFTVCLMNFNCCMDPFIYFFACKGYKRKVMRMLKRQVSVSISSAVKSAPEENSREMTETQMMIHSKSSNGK
APOBEC3A inh: blocks human APOBEC3A ssDNA deamination; inhibition, % at 20 µM; 330,000 tested, 0.41% active; P31941; recombinant A3A, FAM/TAMRA ssDNA deamination fluorescence;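 active = at least 40% inhibition at 20 µM here, with at most 30% in a related deaminase screen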;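 note: plate controls were A3A with DMSO for no effect and wells lacking A3A enzyme for full effect; some results filed as inactive read as strong as hits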
Target sequence (P31941 whole entry, looked up): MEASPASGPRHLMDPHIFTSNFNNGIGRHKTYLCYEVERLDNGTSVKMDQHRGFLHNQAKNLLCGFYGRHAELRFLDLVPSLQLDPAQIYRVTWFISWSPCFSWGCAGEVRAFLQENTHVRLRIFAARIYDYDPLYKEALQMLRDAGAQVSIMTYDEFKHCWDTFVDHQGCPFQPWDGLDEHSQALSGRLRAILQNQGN
Gli-Sufu antag: antagonists of Gli-Sufu signaling; Sufu-KO-LIGHT fibroblasts, Gli luciferase reporter luminescence; inhibition, % at 5 µM; AID 588413; 340,000 tested, 0.74% active;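 active = inhibition above about 55%, limit read from the data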;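 note: 0% = DMSO-treated cells and 100% = wells with medium but no cells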
CXCR6 block: CXCR6 (human) receptor inhibition; AID 602244; inhibition, % at 20 µM; O00574; 360,000 tested, 0.36% active; CHO-K1 PathHunter CXCR6 beta-arrestin, luminescence; in the data active = inhibition above about 34%, passing the limit was not always enough;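 note: antagonist mode with CXCL16 agonist at 10 nM final; 0% = 10 nM CXCL16 with DMSO and 100% = unstimulated wells without agonist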
Target sequence (O00574 whole entry, looked up): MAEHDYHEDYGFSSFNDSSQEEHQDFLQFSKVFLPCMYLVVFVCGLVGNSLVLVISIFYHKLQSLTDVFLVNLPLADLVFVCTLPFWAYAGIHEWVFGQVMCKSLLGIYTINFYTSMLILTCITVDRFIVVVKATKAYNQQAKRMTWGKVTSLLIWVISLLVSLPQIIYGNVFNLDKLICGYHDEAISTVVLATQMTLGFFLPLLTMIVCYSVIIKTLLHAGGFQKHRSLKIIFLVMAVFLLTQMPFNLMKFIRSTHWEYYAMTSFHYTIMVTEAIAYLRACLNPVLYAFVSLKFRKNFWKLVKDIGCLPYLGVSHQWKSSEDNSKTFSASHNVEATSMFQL
GRIN3A LBD mod: modulators (binders) of human NR3A ligand-binding domain. NR3A LBD differential scanning fluorimetry, Tm shift; 0% = protein alone, 100% = glycine-bound protein. Tm shift relative to glycine control, % at 25 µM. 340,000 tested, 2.5% active. AID 1259313;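 active = melting temperature shift of at least 10% of the positive control shift, at one fixed dose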
APOBEC3G inh: blocks human APOBEC3G single-stranded DNA deamination | 330,000 tested, 0.28% active | inhibition, % at 20 µM | recombinant A3G, ssDNA deamination FAM/TAMRA fluorescence | AID 493012;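 active = inhibition of at least 40% at 20 µM, with no more than 30% in the related APOBEC3A deaminase screen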;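 note: plate controls were DMSO wells with A3G for no effect and wells lacking A3G enzyme for full effect; some compounds called inactive have numbers as strong as hits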
MPTP inh: inhibitors of mitochondrial permeability transition pore. isolated mouse mitochondria, Ca2+ swelling absorbance, 30 min. 360,000 tested, 1.4% active. inhibition, % at 10 µM. AID 602449;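 active = inhibition of 50% or more, scaled per plate between neutral and stimulator controls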;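 note: 0% = DMSO wells given calcium and 100% = 1 mM EGTA wells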
CCR6 antag: CCR6 (human) receptor antagonism; P51684; CHO-K1 CCR6 PathHunter beta-arrestin, luminescence, CCL20-stimulated; inhibition, % at 20 µM; 340,000 tested, 0.49% active;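 active = compounds whose inhibition of the agonist-driven luminescence signal at 20 µM reaches about 50%, limit read from the data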;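 note: cells stimulated with CCL20 at 14 nM final; plate controls were DMSO with CCL20 for no effect and DMSO without agonist for full effect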
Numbers without * were called inactive. Hits appear at their usual frequency; 5.8% or so of the library scored in one or more.

The opening two entries, to show the layout:
Screening CSc1cccc(NC(=O)N2CCCC(CNS(=O)(=O)Cc3ccccc3)C2)c1 (centres undefined) returned EBI2 block 7, APOBEC3A inh -1, Gli-Sufu antag -3, CXCR6 block 3, GRIN3A LBD mod 0, APOBEC3G inh 3, MPTP inh -0.1 and CCR6 antag 5.
Screening CCCCN1C(=O)/C(=C(/C#N)C(=O)N2CCCC2)c2ccccc21 returned EBI2 block -16, APOBEC3A inh -8, Gli-Sufu antag 9, CXCR6 block 6, GRIN3A LBD mod 3, APOBEC3G inh -8, MPTP inh 0.6 and CCR6 antag 5.

Main list, repeating the preview:
Screening CSc1cccc(NC(=O)N2CCCC(CNS(=O)(=O)Cc3ccccc3)C2)c1 (centres undefined) returned EBI2 block 7, APOBEC3A inh -1, Gli-Sufu antag -3, CXCR6 block 3, GRIN3A LBD mod 0, APOBEC3G inh 3, MPTP inh -0.1 and CCR6 antag 5.
Screening CCCCN1C(=O)/C(=C(/C#N)C(=O)N2CCCC2)c2ccccc21 returned EBI2 block -16, APOBEC3A inh -8, Gli-Sufu antag 9, CXCR6 block 6, GRIN3A LBD mod 3, APOBEC3G inh -8, MPTP inh 0.6 and CCR6 antag 5.
`O=C(Nc1ccc(S(=O)(=O)NC2=NCCCCC2)cc1)C1COc2ccccc2O1` (centres undefined) gave EBI2 block 0, APOBEC3A inh 3, Gli-Sufu antag -6, CXCR6 block 1, GRIN3A LBD mod -1, APOBEC3G inh -3, MPTP inh 0.6 and CCR6 antag 17.
Screening CS(=O)(=O)N(Cc1ccc(Cl)cc1)c1ccc(C(=O)NCCSc2ccccn2)cc1 returned EBI2 block 0, APOBEC3A inh -2, Gli-Sufu antag -1, CXCR6 block -1, GRIN3A LBD mod -10, APOBEC3G inh -4, MPTP inh -1.5 and CCR6 antag 12.
Screening CC(NCc1ccccc1OC1CCCC1)c1ccccc1 (centres undefined) returned EBI2 block 4, APOBEC3A inh -2, Gli-Sufu antag 9, CXCR6 block 7, GRIN3A LBD mod 0, APOBEC3G inh 0, MPTP inh 6.5 and CCR6 antag 15.
Screening CCN1CCN(C(=O)c2cc3c(=O)n4ccccc4nc3s2)CC1 returned EBI2 block -3, APOBEC3A inh 1, Gli-Sufu antag -14, CXCR6 block 2, GRIN3A LBD mod 1, APOBEC3G inh -2, MPTP inh -2.1 and CCR6 antag 1.
Cc1ccc(CNC(=O)c2nn(C)c3c2CS(=O)(=O)c2ccccc2-3)cc1 was read as EBI2 block -13, APOBEC3A inh 0, Gli-Sufu antag 0, CXCR6 block -2, GRIN3A LBD mod -1, APOBEC3G inh -2, MPTP inh 0.4 and CCR6 antag 6.
For Cc1c(Cl)cccc1-c1ccc(C(=O)N2CCN(c3ccc([N+](=O)[O-])cc3)CC2)o1 the results were EBI2 block 19, APOBEC3A inh -1, Gli-Sufu antag 1, CXCR6 block 6, GRIN3A LBD mod 0, APOBEC3G inh -4, MPTP inh -5.0 and CCR6 antag 10.
`O=C(O)CCn1nnc(-c2cccs2)n1` gave EBI2 block -9, APOBEC3A inh -5, Gli-Sufu antag -23, CXCR6 block -7, GRIN3A LBD mod -1, APOBEC3G inh -1, MPTP inh -1.1 and CCR6 antag 11.
O=C(NC(=S)NCc1ccc(Cl)cc1Cl)c1ccco1 was read as EBI2 block -4, APOBEC3A inh -1, Gli-Sufu antag 2, CXCR6 block -3, GRIN3A LBD mod -10, APOBEC3G inh 2, MPTP inh -0.8 and CCR6 antag 13.
For NC(=O)c1oc2ccccc2c1NC(=O)C1CC(=O)N(c2ccccc2)C1 (centres undefined) the results were EBI2 block 0, APOBEC3A inh -1, Gli-Sufu antag -1, CXCR6 block -7, GRIN3A LBD mod -2, APOBEC3G inh -12, MPTP inh -1.0 and CCR6 antag -3.
CNC(=S)N1N=C(c2ccc(Br)cc2)CC1c1ccc(Br)cc1 (centres undefined) was read as EBI2 block 80*, APOBEC3A inh -2, Gli-Sufu antag 4, CXCR6 block 1, GRIN3A LBD mod -2, APOBEC3G inh -2, MPTP inh 12 and CCR6 antag 2.
Screening CCOC(=O)CSc1nnc(CNc2ccccc2Cl)n1-c1ccccc1 returned EBI2 block -6, APOBEC3A inh 0, Gli-Sufu antag -4, CXCR6 block 5, GRIN3A LBD mod 1, APOBEC3G inh -6, MPTP inh 1.8 and CCR6 antag -3.
Screening C#CCOC(=O)C(NC(=O)c1ccccc1)=C1CCCCC1 returned EBI2 block -2, APOBEC3A inh -3, Gli-Sufu antag 2, CXCR6 block -2, GRIN3A LBD mod 4, APOBEC3G inh 12, MPTP inh -5.4 and CCR6 antag -8.
For CCCCCOc1ccc(C(=O)CCN2CCOCC2)cc1 the results were EBI2 block 2, APOBEC3A inh -8, Gli-Sufu antag 12, CXCR6 block 0, GRIN3A LBD mod 4, APOBEC3G inh -5, MPTP inh 1.9 and CCR6 antag -2.
Screening Cc1ccc(C)c(S(=O)(=O)N2CCN(C(=O)c3sccc3C)CC2)c1 returned EBI2 block -5, APOBEC3A inh -1, Gli-Sufu antag 6, CXCR6 block 4, GRIN3A LBD mod -3, APOBEC3G inh -5, MPTP inh 0.1 and CCR6 antag 17.
For CCC(C)NC(=O)COC(=O)c1ccccc1OCC(=O)Nc1ccc(Br)cc1 (centres undefined) the results were EBI2 block 6, APOBEC3A inh 0, Gli-Sufu antag -2, CXCR6 block 3, GRIN3A LBD mod -1, APOBEC3G inh -4, MPTP inh 0.4 and CCR6 antag -25.
Screening CN(CC(=O)Nc1ccccc1Cl)C(=O)CCc1nc2ccccc2c(=O)[nH]1 returned EBI2 block 3, APOBEC3A inh -1, Gli-Sufu antag -11, CXCR6 block 4, GRIN3A LBD mod -3, APOBEC3G inh -9, MPTP inh 0.2 and CCR6 antag -2.
Screening CCCCN1CC(C)(C)Oc2cccc(F)c2S1(=O)=O returned EBI2 block 1, Gli-Sufu antag 5, CXCR6 block 0, GRIN3A LBD mod 4, MPTP inh -0.7 and CCR6 antag -2.
`CCOC(=O)/C=C1\Nc2ccccc2OC1=O` gave EBI2 block -7, APOBEC3A inh -1, Gli-Sufu antag 2, CXCR6 block 3, GRIN3A LBD mod 0, APOBEC3G inh -2, MPTP inh 0.1 and CCR6 antag 1.

2 entries picked at random from those above, as already listed:
Screening CCCCN1C(=O)/C(=C(/C#N)C(=O)N2CCCC2)c2ccccc21 returned EBI2 block -16, APOBEC3A inh -8, Gli-Sufu antag 9, CXCR6 block 6, GRIN3A LBD mod 3, APOBEC3G inh -8, MPTP inh 0.6 and CCR6 antag 5.
Screening CN(CC(=O)Nc1ccccc1Cl)C(=O)CCc1nc2ccccc2c(=O)[nH]1 returned EBI2 block 3, APOBEC3A inh -1, Gli-Sufu antag -11, CXCR6 block 4, GRIN3A LBD mod -3, APOBEC3G inh -9, MPTP inh 0.2 and CCR6 antag -2.

Continued:
`Nc1nnnn1/N=C/c1cccc(OCc2ccccc2Cl)c1` gave EBI2 block 21, APOBEC3A inh 0, Gli-Sufu antag -11, CXCR6 block -9, GRIN3A LBD mod 0, APOBEC3G inh 1, MPTP inh 6.5 and CCR6 antag 6.
Screening O=C(COC(=O)c1cc(S(=O)(=O)N2CCOCC2)ccc1Cl)NCCc1ccccc1 returned EBI2 block 5, APOBEC3A inh 2, Gli-Sufu antag -2, CXCR6 block 0, GRIN3A LBD mod 2, APOBEC3G inh 4, MPTP inh -2.2 and CCR6 antag 9.
CCOc1cc(-c2nn3cnnc3s2)cc(OCC)c1OCC was read as EBI2 block -5, APOBEC3A inh 22, Gli-Sufu antag 7, CXCR6 block 4, GRIN3A LBD mod 0, APOBEC3G inh -1, MPTP inh 0.2 and CCR6 antag 5.
For COc1ccc(/C=C2/SC(=O)NC2=O)cc1 the results were EBI2 block 3, APOBEC3A inh -1, Gli-Sufu antag -19, CXCR6 block -5, GRIN3A LBD mod 2, APOBEC3G inh -6, MPTP inh 2.1 and CCR6 antag 0.
COc1ccc(C)cc1NC(=O)c1ccc2c(=O)n3c(nc2c1)CCCCC3 was read as EBI2 block 6, APOBEC3A inh -6, Gli-Sufu antag 2, CXCR6 block 10, GRIN3A LBD mod 2, APOBEC3G inh -4, MPTP inh -1.1 and CCR6 antag 6.
For CC(C)(O)CC[C@H](OC(=O)c1ccccc1)[C@](C)(O)[C@H]1CC[C@@]2(O)C3=CC(=O)[C@@H]4C[C@@H](O)[C@H](O)C[C@]4(C)C3CC[C@]12C (some centres undefined) the results were EBI2 block -4, APOBEC3A inh -3, Gli-Sufu antag 3, CXCR6 block -14, GRIN3A LBD mod 1, APOBEC3G inh -8, MPTP inh -0.1 and CCR6 antag 7.
Cn1nccc1C(=O)N1CCCC(C(=O)c2cccc3ccccc23)C1 (centres undefined) was read as EBI2 block -5, APOBEC3A inh -1, Gli-Sufu antag 72*, CXCR6 block 0, GRIN3A LBD mod 0, APOBEC3G inh -8, MPTP inh 2.8 and CCR6 antag 7.
Screening O=C(O)c1cc(-c2ccc(/C=C3/SC(=S)N(Cc4ccccc4)C3=O)o2)ccc1Cl returned EBI2 block 22, Gli-Sufu antag -14, CXCR6 block 21, GRIN3A LBD mod 2, MPTP inh 0.3 and CCR6 antag 23.
Screening COc1ccc(-c2nsc3c(N4CCCCC4)ncnc23)cc1 returned EBI2 block 20, APOBEC3A inh 3, Gli-Sufu antag 41, CXCR6 block -2, GRIN3A LBD mod 1, APOBEC3G inh 1, MPTP inh 0.2 and CCR6 antag 9.
CCCCN(C(=O)c1cc2c(s1)CCC2)c1c(N)n(CC(C)C)c(=O)[nH]c1=O was read as EBI2 block -1, APOBEC3A inh 12, Gli-Sufu antag 0, CXCR6 block 4, GRIN3A LBD mod -2, APOBEC3G inh 6, MPTP inh 0.1 and CCR6 antag 15.
CCc1nnc(NC(=O)CCS(=O)(=O)c2ccccc2)s1 was read as EBI2 block -4, APOBEC3A inh -3, Gli-Sufu antag 21, CXCR6 block -3, GRIN3A LBD mod -1, APOBEC3G inh -3, MPTP inh -2.4 and CCR6 antag 6.
Screening CC(=O)Nc1cc(C(=O)N2CCN(C)CC2)ccc1Sc1ccc(C)cc1 returned EBI2 block -3, APOBEC3A inh -1, Gli-Sufu antag -1, CXCR6 block -2, GRIN3A LBD mod 0, APOBEC3G inh 1, MPTP inh 0.5 and CCR6 antag -4.
For OCC1(CCOc2ccccc2)CCN(Cc2cc(Cl)ccc2O)CC1 the results were EBI2 block -4, APOBEC3A inh 0, Gli-Sufu antag 24, CXCR6 block 4, GRIN3A LBD mod 1, APOBEC3G inh -4, MPTP inh 2.3 and CCR6 antag 11.
CCCS(=O)(=O)c1nc(S(=O)(=O)c2ccc(C)cc2)c(NCCCN2CCOCC2)s1 was read as EBI2 block 5, APOBEC3A inh 1, Gli-Sufu antag 0, CXCR6 block 0, GRIN3A LBD mod -2, APOBEC3G inh -4, MPTP inh -7.5 and CCR6 antag 15.
`CC(C)C(=O)Nc1cccc(NC(=S)NC(=O)c2ccccc2Cl)c1` gave EBI2 block -3, APOBEC3A inh -2, Gli-Sufu antag -4, CXCR6 block 8, GRIN3A LBD mod 3, APOBEC3G inh -4, MPTP inh 2.4 and CCR6 antag 30.
Screening Cc1cc(C)n2c(=O)[nH]nc2c1 returned EBI2 block 7, Gli-Sufu antag 0, CXCR6 block -3, GRIN3A LBD mod -1, MPTP inh -1.8 and CCR6 antag 7.
CCOC(=O)NC(=O)/C(C#N)=N/Nc1c(F)cccc1F was read as EBI2 block -23, APOBEC3A inh 3, Gli-Sufu antag -3, CXCR6 block 0, GRIN3A LBD mod -10, APOBEC3G inh -1, MPTP inh 1.3 and CCR6 antag -2.
For CCOC(=O)c1c(C)c2c(=O)[nH]cnc2n1-c1ccccc1 the results were EBI2 block -1, APOBEC3A inh -2, Gli-Sufu antag 1, CXCR6 block 5, GRIN3A LBD mod 0, APOBEC3G inh -7, MPTP inh -0.2 and CCR6 antag 6.
